# CD40 NFkB inh = CD40 pathway inhibition in BL2 cells | BL2 NF-kB luciferase reporter, CD40L-induced, 4 h | inhibition, % at 10 µM | hit rate 0.94% among 83,000;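 active = mean inhibition of at least 50% with a set share of replicates also reaching that level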;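 note: 0% = neutral control wells and 100% = IKK inhibitor VII at 50 µM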
# An asterisk follows results filed as active; [ ] = remark or other dose. A portion of the library; the hit share may differ from the screen's.
SMILES,CD40 NFkB inh
O=C(CN1C(=O)NC2(CCOc3ccccc32)C1=O)c1ccc(F)c(F)c1 (stereo not given),-3
Cc1[nH]c2ccccc2c1SCC(=O)N1CCCCC1,4
COc1ccc(CC(=O)NCC(=O)N/N=C/c2c[nH]c3ccccc23)cc1,-1
COC(=O)Cn1c(=NC(=O)C(C)C)sc2c(C)cc(C)cc21,-1
COc1ccccc1C#Cc1ccc([C@H]2[C@@H](C#N)N(C(=O)C3CCCCC3)[C@H]2CO)cc1,45
CCOc1ncccc1C(=O)OCC(=O)NCc1cccs1,-19
O=C(COc1ccccc1)c1cn(CC(=O)N2CCCC2)c2ccccc12,-9
CSc1nc2c(cc1C#N)CCC2,-7
CCOc1cc(-c2noc(CCC(=O)N3CCOCC3)n2)ccc1OC,-12
N#Cc1nc(-c2ccc(OCc3ccccc3)cc2)oc1NCCCN1CCOCC1,-21
CN(C(=O)c1cc(-c2cccs2)nn1-c1ccccc1)C1CCS(=O)(=O)C1 (stereo not given),8
O=C(/C=C/c1ccco1)N1CCN(c2ccccc2)CC1,-28
COc1ccc(Cl)cc1NC(=O)COC(=O)CCNS(=O)(=O)c1cccs1,5
O=C(Cc1ccc(S(=O)(=O)N2CCOCC2)s1)N(Cc1ccccc1)c1ccccc1,7
O=C(Nc1cnn(Cc2ccc(F)cc2)c1)C(c1ccccc1)c1ccccc1,0
CN(Cc1nc(-c2ccc(C(F)(F)F)cc2)no1)C1CCOCC1,4
O=C(O)c1cccnc1SCc1cccc(Cl)c1,14
CC(=O)Nc1ccc(OC(F)(F)Cl)cc1,9
Brc1ccc(-c2noc(COc3ccc4c(c3)CCC4)n2)o1,-15
O=C(Oc1ccc(Cl)c2cccnc12)c1cccnc1,-42
COc1ccc(/C=C\C(=O)c2c(O)ccc3c(C)cc(=O)oc23)cc1OC,19
CCCN1CCC(NC(=O)CC2C(=O)NCCN2Cc2cccc(OC)c2)CC1 (stereo not given),-7
O=C(Nc1ccc2c(c1)OCO2)C1CCCN(c2nc3ccccc3s2)C1 (stereo not given),5
Cc1ccccc1N1CCN(C(=O)C2CCC(=O)N(C3CCCC3)C2)CC1 (stereo not given),0
CCCC(=O)NNC(=O)Nc1ccccc1,0
CN(C)c1ccc(/C=N/NC(=O)CNC(=O)c2ccc3c(c2)OCCO3)cc1,8
COc1ccc(Oc2nc(-c3ccccn3)ncc2OC)cc1,5
Cn1c(=O)c(C(=O)NCCCc2ccccc2)c(O)c2ccccc21,-1
Cc1ccc(OCCNC(=O)CNC(=O)c2ccc(C)c(C)c2)cc1,2
Cn1c(=O)n(C/C=C/c2ccccc2)c(=O)c2c1nc1n2CCCN1c1ccc(F)cc1,-2
O=C(COC(=O)c1n[nH]c2ccccc12)c1ccc(F)c(F)c1,-53
CCOC(=O)C1CCN(C(=O)CN2C(=O)NC(C)(c3ccc4cc(OC)ccc4c3)C2=O)CC1 (stereo not given),6
COc1ccc(C(=O)c2cc3cccc(OC)c3o2)cc1,-79
Cc1ccc(S(=O)(=O)N(C)C[C@@H]2OCCCC[C@@H](C)Oc3ccc(NS(=O)(=O)c4ccc(Cl)cc4)cc3C(=O)N([C@H](C)CO)C[C@@H]2C)cc1,-1
COc1ccccc1CNC(=O)C[C@@H]1C[C@@H]2c3cc(NC(=O)Nc4ccccc4F)ccc3O[C@@H]2[C@H](CO)O1,4[25 µM]
COc1ccc(-c2noc(CCC(=O)Nc3nc4ccccc4s3)n2)cc1,2
Cc1noc(C)c1COC(=O)c1cc2c3ccccc3n(C)c2s1,-11
C[C@@H]1CCCCO[C@H](CN(C)C(=O)CCCN(C)C)[C@@H](C)CN([C@H](C)CO)C(=O)c2cc(NS(=O)(=O)c3ccc(Cl)cc3)ccc2O1,-8[25 µM]
Nc1nnc(CSCc2ccc(Cl)cc2Cl)s1,-7
COc1ccccc1N1CC(C(=O)Nc2cc(C(F)(F)F)ccc2N2CCCC2)CC1=O (stereo not given),-3
CN(C)CC(=O)N1CC2(C1)[C@H](c1ccccc1)[C@H](CO)N2Cc1cc(F)ccc1F,-7[25 µM]
Cc1cc(C)n(-c2nnc3n2N=C(c2ccccc2)CS3)n1,3
Cc1ccccc1C(=O)Nc1c(C(=O)N(CCN(C)C)Cc2ccco2)oc2ccccc12,18
N#Cc1nc(-c2ccccc2F)oc1NCCN1CCOCC1,-4
COc1ccc(C(=O)Cc2ccccc2C(=O)O)cc1,-2
CN(C)CCCN(C(=O)c1ccc(S(=O)(=O)N2CCc3ccccc3C2)cc1)c1nc2c(F)cc(F)cc2s1,26
CCOc1cccc(CN2CCN(CCc3ccccc3)C(CCO)C2)c1O (stereo not given),-3
Cc1csc(=O)n1CCC(=O)OCC(=O)Nc1ccc(C(N)=O)cc1,4
CCCCN(CC)C(=O)c1cccc(Cl)c1,1
CCS(=O)(=O)N(C)C1c2cc(C#N)ccc2OC(C)(C)C1O (stereo not given),1[25 µM]
CC1(C)Cc2c(sc3[nH]c(=S)n(Cc4ccccc4)c(=O)c23)CO1,3
CO[C@@H]1CC[C@@H]2CCOc3ccc(C#N)cc3C(=O)N(C)C[C@@H](c3ccccc3)CC(=O)N(C)C[C@@H]1O2,1[25 µM]
COCCNS(=O)(=O)c1ccc(SC)cc1,3
N#C[C@@H]1[C@@H](c2ccc(C3=CCCCC3)cc2)[C@H](CO)N1C(=O)NC1CCCC1,9
Cn1c(NN)nc2ccccc2c1=O,4
NC(=O)c1ccsc1NC(=O)COC(=O)c1cc(Cl)ccc1O,-18
CCOc1ccc(NCc2nnc(SCC(=O)Nc3cc(C)on3)n2-c2ccccc2OC)cc1,8
COC(=O)[C@H]1[C@H](CO)[C@H]2Cn3c(ccc(/C=C/c4ccccc4)c3=O)[C@H]2N1CCC(F)(F)F,-11[25 µM]
CCCN1[C@H](CO)[C@H](c2ccc(C3=CCCCC3)cc2)[C@@H]1CNC(=O)COC,0[25 µM]
CC(C)n1c(-c2ccncc2)n[nH]c1=S,9
# Remaining list, next part.
SMILES,CD40 NFkB inh
CCn1c(/C=C/c2ccccc2)nc2ccccc2c1=O,6
CCOc1ccc(/C=N/NC(=O)c2ccc3nc[nH]c3c2)cc1OC,25
CC(=O)c1ccc(N2CCN(C(=O)CN(C)S(=O)(=O)c3cnc[nH]3)CC2)cc1,-8
COc1ccc(NC(=O)CC2C(=O)N(c3ccc(OC)cc3)C(=O)N2Cc2ccc(OC)c(OC)c2)cc1 (stereo not given),-9
COCCn1c(-c2cccs2)nc2nc3ccccc3nc21,-34
O=C(Oc1cccc(NC2=NS(=O)(=O)c3ccccc32)c1)c1cccnc1,9
COC(=O)c1ccc(C(=O)O)nc1,13
CN(CCN1CCOCC1)Cc1nc(-c2ccc3c(c2)OCO3)no1,2
C[C@@H]1CN([C@@H](C)CO)C(=O)c2c(c3ccccc3n2C)-c2ccccc2CO[C@H]1CN(C)C(=O)NC1CCCCC1,23[25 µM]
COc1ccc(CN2CCC(CO)(Cc3ccccc3)CC2)cc1Cn1cccn1,5
CC(COc1ccccc1)N1CCC(CO)(CCc2ccccc2)CC1 (stereo not given),10
Cc1noc(C)c1C(=O)OCC(=O)NC1CCCCC1C (stereo not given),3
Cc1ccc(C(=O)NCC(C)(C)O)cc1,6
O=C(c1ccccn1)N1C[C@@H]2[C@H](c3ccccc31)[C@@H](CO)N2C(=O)C1CCCCC1,-3[25 µM]
CCOc1ncccc1C(=O)N1CCN(S(=O)(=O)c2cccs2)CC1,22

# Pulled by structure from the list above (2):
SMILES,CD40 NFkB inh
Cc1noc(C)c1C(=O)OCC(=O)NC1CCCCC1C (stereo not given),3
COc1ccc(NC(=O)CC2C(=O)N(c3ccc(OC)cc3)C(=O)N2Cc2ccc(OC)c(OC)c2)cc1 (stereo not given),-9

# New compounds follow
SMILES,CD40 NFkB inh
Fc1ccc(-c2csc(-c3ccccn3)n2)cc1F,-56
COCCSc1ncnc2c1oc1nc3c(cc12)COC(C)(C)C3,-48
CC(C)CC(=O)N=C1SC2CS(=O)(=O)CC2N1CCc1ccccc1 (stereo not given),8
COc1ccc(C(=O)COC(=O)Cn2c(C)csc2=O)c(OC)c1,-88
O=C(Cn1cc2c(n1)CCCCC2)N1CCc2ccccc21,-7
O=S1(=O)CC(O)C(NCCO)C1 (stereo not given),14
COc1cccc(-c2nnn(CC(=O)N(C3CCCCC3)C3CCS(=O)(=O)C3)n2)c1 (stereo not given),9
CCCNC(=O)N1CC2(C1)CN(C(=O)c1ccccc1)[C@@H](CO)c1[nH]c3cc(OC)ccc3c12,14[25 µM]
COc1ccc(CCn2c(C)cc(C(=O)CN3C(=O)C(=O)N(C4CCCC4)C3=O)c2C)cc1OC,1
C[C@@H]1CN(C)C(=O)c2ccccc2O[C@H]1CN(C)S(C)(=O)=O,10
OCCN(CCO)c1nc(N2CCCCC2)c2nc(N(CCO)CCO)nc(N3CCCCC3)c2n1,12
O=C(C[C@H]1C[C@@H]2c3cc(NC(=O)Nc4ccccc4F)ccc3O[C@@H]2[C@H](CO)O1)NC1CCCC1,2
COc1cc(C(=O)NCc2cc3ccccc3n2C)cc(OC)c1OC,6
CCn1c(SCc2nc(-c3ccccc3)no2)nc2ccccc21,13
N#C[C@H]1[C@@H](c2ccc(-c3cccc(F)c3)cc2)[C@H](CO)N1C(=O)NC1CCCC1,-3[25 µM]

# Arranged by number of heavy atoms (descending): some entries from above.
SMILES,CD40 NFkB inh
C[C@@H]1CN([C@@H](C)CO)C(=O)c2c(c3ccccc3n2C)-c2ccccc2CO[C@H]1CN(C)C(=O)NC1CCCCC1,23[25 µM]
COc1ccccc1CNC(=O)C[C@@H]1C[C@@H]2c3cc(NC(=O)Nc4ccccc4F)ccc3O[C@@H]2[C@H](CO)O1,4[25 µM]
CO[C@@H]1CC[C@@H]2CCOc3ccc(C#N)cc3C(=O)N(C)C[C@@H](c3ccccc3)CC(=O)N(C)C[C@@H]1O2,1[25 µM]
CCOC(=O)C1CCN(C(=O)CN2C(=O)NC(C)(c3ccc4cc(OC)ccc4c3)C2=O)CC1 (stereo not given),6
COc1ccc(CN2CCC(CO)(Cc3ccccc3)CC2)cc1Cn1cccn1,5
COc1ccc(CC(=O)NCC(=O)N/N=C/c2c[nH]c3ccccc23)cc1,-1
CC(COc1ccccc1)N1CCC(CO)(CCc2ccccc2)CC1 (stereo not given),10
Cc1csc(=O)n1CCC(=O)OCC(=O)Nc1ccc(C(N)=O)cc1,4
CCn1c(SCc2nc(-c3ccccc3)no2)nc2ccccc21,13
O=C(COC(=O)c1n[nH]c2ccccc12)c1ccc(F)c(F)c1,-53
O=C(Cn1cc2c(n1)CCCCC2)N1CCc2ccccc21,-7
Cc1noc(C)c1C(=O)OCC(=O)NC1CCCCC1C (stereo not given),3
COc1ccc(C(=O)Cc2ccccc2C(=O)O)cc1,-2
Cc1ccc(C(=O)NCC(C)(C)O)cc1,6
O=S1(=O)CC(O)C(NCCO)C1 (stereo not given),14

# (further entries)
SMILES,CD40 NFkB inh
Cn1c(=O)c2sccc2n(Cc2ccccc2)c1=O,1
O=C(NCc1ccccc1)c1ccccc1NC(=O)C1CCCCC1,7
O=C(Nc1cccc(F)c1)N1C[C@H]2[C@@H](c3ccccc31)[C@@H](CO)N2C(=O)Cc1ccccn1,-3[25 µM]
O=[N+]([O-])c1cc(/C=N/n2cnnc2)ccc1N1CCCC1,2
C/C=C/c1ccc([C@@H]2[C@H](C#N)N(c3ncc(CC)s3)[C@H]2CO)cc1,5[25 µM]
O=S(=O)(c1ccccc1)N1[C@@H](CO)[C@@H]2c3ccccc3NC[C@@H]21,-4[25 µM]
CCC1(c2ccccc2)NC(=O)N(Cc2cccc([N+](=O)[O-])c2)C1=O (stereo not given),15
Cc1ccc(C2=NN(C(=O)CCCC(=O)O)C(c3ccco3)C2)cc1 (stereo not given),-20
c1ccc2c(c1)ncn2-c1ccc(-c2ccnc3ncnn23)cc1,-8
COCC(=O)N1C[C@H]2[C@@H](c3ccccc31)[C@H](CO)N2C(=O)Nc1ccccc1F,-8[25 µM]
CC(=O)NC1=NN(C(C)=O)C(c2ccccn2)S1 (stereo not given),6
CCC(C(=O)NCc1ccccc1OC)c1ccccc1 (stereo not given),-5
CC1(C)C(=O)Nc2ccccc2N1C(=O)COC(=O)c1cccnc1,1
C[C@@H]1CN([C@@H](C)CO)C(=O)c2cc(NC(=O)CCN3CCOCC3)ccc2O[C@H]1CN(C)S(=O)(=O)c1cccs1,-14[25 µM]
O=C(NCCCN1CCOCC1)c1ccccc1-c1ccccc1,3
COc1ccccc1N1C(=O)CSC1=NC(=O)c1ccccc1,8
O=C(C[C@H]1C=C[C@@H](NC(=O)Cc2cccnc2)[C@@H](CO)O1)NCc1ccc2c(c1)OCO2,1[25 µM]
CCCCCC(=O)Nc1ccc2ccccc2c1,-92
O=C(Nc1nnc(C2CC2)s1)c1cc(S(=O)(=O)N2CCN(c3ccccc3)CC2)ccc1Cl,-2
COc1ccc(CCNC(=O)c2ccc(CS(=O)(=O)Cc3ccc(C)cc3)o2)cc1OC,4
Cc1c(C(=O)N(Cc2ccccc2)Cc2cccnc2)cnn1-c1ccc(F)cc1,6
CCOc1ncccc1C(=O)Nc1cccc(-c2nnc3n2CCCCC3)c1,13
Cc1nc2ccccc2n1CC(O)COc1ccc(Br)cc1 (stereo not given),1
CCC(=O)N1[C@H](C#N)[C@H](c2ccccc2-c2cccc(C)c2)[C@@H]1CO,-11[25 µM]
Cc1cc2ncc(S(=O)(=O)C(C)(C)C)c(N)n2n1,21
O=C(CN1CCN(Cc2ccccc2Cl)C1=O)NC1CCCCCC1,-65
COc1ccc(/C=N/NC(=O)c2ccc(NS(=O)(=O)c3cccs3)cc2)cc1,-22
COc1ccc(C(=O)C2CCCN(C(=O)c3ccc4cc[nH]c4c3)C2)c(C)c1 (stereo not given),0
COc1ccc(C(O)(c2ccccc2)C(C(=O)O)c2ccccc2)cc1 (stereo not given),-16
CC(C)CNC(=O)CN(C)S(=O)(=O)c1ccc(F)cc1,-2
Cc1ccc(S(=O)(=O)N2CCN(C(=O)c3ccc(COc4ccccc4)o3)CC2)cc1,15
Cc1ccc(S(=O)(=O)CCC(=O)OCC(=O)c2cc(C)n(C)c2C)cc1,3
COc1ccc(C(=O)OCCCN(C)C)cc1OC,2
CCOc1ccccc1NC(=O)COC(=O)c1nc2nccc(C)n2n1,2
CC(=O)OCC(=O)[C@H]1CC[C@H]2[C@@H]3CC=C4C[C@@H](O)CC[C@]4(C)[C@H]3CC[C@]12C,0

# Bioassay records (PubChem)
